Compound activity (PubChem BioAssay)
AMA1-RON2 inh = AMA1-RON2 (P. falciparum) interaction inhibition; AlphaScreen AMA1-biotinylated RON2 peptide binding; AID 720542; Potency, µM (doses to about 58.2 µM), without a hit: at the top dose activity change, negative = inhibition, most hits filed as inhibitors; 360,000 tested, 0.2% active;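 note: potency is the fitted concentration of half-maximal effect; 0% = vehicle wells and -100% = peptide control; nearly all actives have a fitted effect of over 45% in size; some results filed as inactive show a strong effect at the top dose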
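AMA1 (3D7) with his tag at 25 nM final met compounds first, then biotinylated RON2 peptide at 25 nM; detection used donor plus acceptor beads, 10 µg/mL apiece, read by AlphaScreen after 30 min at room temperature.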
LmPK inh = inhibitors of Leishmania mexicana pyruvate kinase. purified LmPK, Kinase-Glo ATP luminescence, 1 h. Potency, µM (top dose mostly 57.5 µM), inactives show at the top dose activity change, negative = inhibition, most hits filed as inhibitors. 290,000 tested, 0.37% active; note: potency is the fitted concentration of half-maximal effect
Target sequence (Q27686 whole entry, looked up): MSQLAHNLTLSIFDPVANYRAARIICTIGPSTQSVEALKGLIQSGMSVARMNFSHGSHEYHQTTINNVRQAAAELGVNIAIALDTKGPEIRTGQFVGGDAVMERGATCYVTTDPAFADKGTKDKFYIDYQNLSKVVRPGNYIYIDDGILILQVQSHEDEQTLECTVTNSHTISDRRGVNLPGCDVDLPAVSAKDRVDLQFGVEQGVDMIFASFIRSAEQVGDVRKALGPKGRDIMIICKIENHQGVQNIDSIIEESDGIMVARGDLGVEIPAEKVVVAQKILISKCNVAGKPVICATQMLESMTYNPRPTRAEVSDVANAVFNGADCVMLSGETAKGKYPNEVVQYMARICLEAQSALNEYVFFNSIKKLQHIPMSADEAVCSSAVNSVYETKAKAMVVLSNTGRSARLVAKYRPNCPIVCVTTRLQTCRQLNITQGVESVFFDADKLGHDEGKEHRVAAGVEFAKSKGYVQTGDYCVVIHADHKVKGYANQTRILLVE
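Kinase-Glo luminescence read after 1 h RT reaction of 0.1 nM LmPK with 0.5 mM PEP and 0.1 mM ADP. Activity scaled between uninhibited and enzyme-free controls.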
AmpC inh no detg = AmpC beta-lactamase inhibition without detergent. P00811. AmpC nitrocefin hydrolysis, absorbance 480 nm, 0.0001% Triton. Potency, µM (highest dose often 57.1 µM), inactives show top-dose activity change, negative = inhibition, usual class: inhibitors. 330,000 tested, 0.52% active. AID 485341;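 note: potency is the fitted concentration of half-maximal effect; plate controls were no compound for no effect and no enzyme for full effect; nearly all actives have a fitted effect of over 20% in size; some results filed as inactive show a strong effect at the top dose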
Target sequence (P00811 whole entry, looked up): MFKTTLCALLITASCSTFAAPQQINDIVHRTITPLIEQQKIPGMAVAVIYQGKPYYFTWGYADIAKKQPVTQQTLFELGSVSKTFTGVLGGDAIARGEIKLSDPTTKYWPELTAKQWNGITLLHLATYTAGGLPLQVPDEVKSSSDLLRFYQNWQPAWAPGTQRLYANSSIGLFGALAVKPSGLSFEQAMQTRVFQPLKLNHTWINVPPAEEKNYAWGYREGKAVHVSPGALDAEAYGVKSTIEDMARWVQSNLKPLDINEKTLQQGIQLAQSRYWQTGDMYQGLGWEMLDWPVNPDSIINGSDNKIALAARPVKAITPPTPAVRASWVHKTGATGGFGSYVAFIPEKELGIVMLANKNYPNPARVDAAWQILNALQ
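20 mM phosphate pH 7.0 + 0.01% (detergent screen) or 0.0001% Triton X-100; 5.3 nM AmpC reagent; cpd preinc 15 min RT; nitrocefin (800 uM stock) to start; A480 q20 s × 4 min; Activity was normalised to no-enzyme and no-compound control wells.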
HCV inh = HCV inhibition | Huh7.5.1 HCVcc-Cre infection, luciferase reporter, 44 h | Potency, µM (titrated, usually from 41.8 µM), for the others: top-dose activity change, negative = inhibition, most hits filed as inhibitors | 340,000 tested, 3.4% active | AID 651820; note: potency is the fitted concentration of half-maximal effect
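Whole-lifecycle infectious HCVcc-Cre system; cells 1,000/well, compound then virus (~0.5 moi) added 4 h after plating, 44 h culture. Luciferase read 15 sec following 15 min substrate incubation, room temp.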
AmpC detergent = blocks E. coli AmpC beta-lactamase in detergent assay | P00811 | AmpC hydrolysis of nitrocefin, absorbance 480 nm, 0.01% Triton | Potency, µM (highest dose often 114 µM), without a hit: at the highest dose activity change, negative = inhibition, most hits filed as inhibitors | 370,000 tested, 0.041% active;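 note: potency is the fitted concentration of half-maximal effect; 0% = no-compound wells and -100% = no-enzyme wells; nearly all actives have a fitted effect of over 25% in size; some results filed as inactive show a strong effect at the top dose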
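AmpC (5.3 nM in the dispensed reagent) in 20 mM phosphate pH 7.0 with 0.01% (detergent screen) or 0.0001% Triton X-100 was preincubated with compounds for 15 min at room temperature. Nitrocefin was then added from an 800 uM solution, and hydrolysis was followed at 480 nm.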
Tb PYK inh = inhibitors of Trypanosoma brucei pyruvate kinase | AID 624173 | Potency, µM (titrated, usually from 76.8 µM), for the others: at the top dose activity, negative = inhibition, most hits filed as inhibitors | Q57TT1 | 410,000 tested, 0.12% active | TbPYK enzyme, Kinase-Glo Plus ATP luminescence, 45 min; note: potency is the fitted concentration of half-maximal effect; nearly all actives have a fitted effect of over 50% in size
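Luminescent Kinase-Glo Plus end-point after 45 min room-temperature reaction of T. brucei pyruvate kinase started with 130 uM ADP (final). Buffer TEA 50 mM pH 7.2 with KCl, MgCl2, BSA, Tween-20; titration-based qHTS with fitted concentration-effect curves.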
HCMV antiviral = human cytomegalovirus inhibition; HFF cells, HCMV-luciferase reporter, 72 h; stronger effect = lower value; activity change, negative = inhibition, % at 57.5 µM; 410,000 tested, 4.5% active; in the data active = activity change below about -60%; inconclusive = no clear call, values can overlap the other calls; inactive = above about -39%
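Compounds were evaluated in HFFs infected with an HCMV luciferase reporter virus (MOI 1 PFU/cell). Luciferase in lysates collected 72 h post infection served as the replication measure.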
Starred values were filed as active, the others as inactive; u = inconclusive; x = no result given; & = joins results of further samples; [ ] = dose if it differs, or a comment. Unless noted, calls come from the whole dose curve; as a rule, active = well fitted curve in the direction sought with a large enough effect; inconclusive = small, poorly fitted or top-dose-only effect, or another doubt; inactive = no such curve, though single readings can be large; an effect the other way counts as inactive or inconclusive. Unless noted, % is set by controls: 0 for no effect and ±100 for the full control effect.

SMILES	AMA1-RON2 inh	LmPK inh	AmpC inh no detg	HCV inh	AmpC detergent	Tb PYK inh	HCMV antiviral
O=C(CSc1nnc2ccc(-c3ccccn3)nn12)Nc1ccccc1	23%	x	-12%	-28%	u	-2%	u
O=C(NCc1ccccn1)c1ccc(CNS(=O)(=O)c2cccc(C(F)(F)F)c2)cc1	25%	0%	0%	0%	-5%	0%	u
CCOC(=O)c1c(NC(=O)c2cccc(N3C(=O)CCC3=O)c2)sc(C)c1C	-1%	3%	4%	u	-2%	2%	-18
CC[n+]1c(/C=C/Nc2ccccc2)oc2ccc(OC)cc21	5%	-1%	-7%	2%	-1%	-7%	-33
O=C(NC1CCCCC1)C1CCCN1S(=O)(=O)c1ccc(F)cc1 (configuration not stated)	-8%	-1%	4%	-21%	-5%	-7%	32
O=C(N/N=C/c1ccccn1)c1cc(-c2cccc3ccccc23)n[nH]1	75%[activator]	-2%	-38%	10%	-20%	-1%	-30
COc1ccc(CNC(=O)COCc2cc(-c3cccs3)on2)cc1	x	x	x	x	18%	-2%	-6
CCN(CC)C(=O)c1cc2c(=O)n3cccc(C)c3nc2s1	13%	-3%	2%	-18%	-5%	-5%	109
CCC(CC)c1nnc(NC(=O)CS(=O)(=O)c2ccc(C)cc2)s1	24%	-4%	-26%	7%	u	0%	-4
COc1ccc(N2CCN(C(=O)c3cccc(NC4=NC5CS(=O)(=O)CC5S4)c3)CC2)cc1 (configuration not stated)	-11%	2%	2%	9%	-3%	-2%	-13
Cc1nc2sc(C(c3ccccc3)N3CCOCC3)c(O)n2n1 (configuration not stated)	u	2%	-29%	-2%	u	1%	-2
Cc1ccc(S(=O)(=O)N(C)C)cc1NC(=O)COC(=O)COc1ccc2c(C)cc(=O)oc2c1	-11%	x	-27%	13%	x	2%	9
O=C(CC1NCCNC1=O)Nc1ccccc1F (configuration not stated)	x	x	x	x	2%	3%	3
COc1ccc(C(=O)N/C(=C\c2cccs2)c2nc3ccccc3[nH]2)cc1OC	-11%	1%	69%[activator]	-12%	u	5%	0
O=C(O)c1cc(-c2ccc(/C=c3\sc4nc5ccc(Br)cc5n4c3=O)o2)ccc1Cl	x	15%	-23%	x	3%	x	x
CC(C)C(=O)N1CCN(c2ccccc2NC(=S)NC(=O)c2cccs2)CC1	20%	1%	43%	u	-2%	-4%	-8
CS(=O)(=O)c1ccc(Cl)c(NC(=O)COC(=O)Cc2c[nH]c3ccccc23)c1	-8%	x	-28%	-4%	u	4%	-11
CCCCOc1cccc(C(=O)Nc2ccc(S(=O)(=O)Nc3nnc(CC)s3)cc2)c1	-5%	-1%	-31%	14%	u	-13%	55
CCN(CC)S(=O)(=O)c1ccc(Cl)c(C(=O)NCc2ccco2)c1	3%	2%	-27%	-6%	-5%	-6%	0
O=C(Nc1ccc(Cl)cc1)N1CCSCC1	9%	4%	-12%	-4%	u	4%	-14
CCN(CC(=O)Nc1cc(Cl)ccc1C)C(=O)COc1cccc2c1OC(C)(C)C2	-4%	-7%	130%[activator]	4%	-2%	-2%	-25
CN1[C@@H]2CC(OC(=O)[C@H](CO)c3ccccc3)C[C@H]1[C@@H]1O[C@@H]12 (some centres not stated)	4%&24%&-5%&-5%	-4%&5%	-53%&-5%&-1%	u	-7%&-15%&2%	-1%&-5%&3%&2%	-7&8&27&79
Cc1ccc(NC(=S)N(CCN2CCOCC2)Cc2cc3cc4c(cc3[nH]c2=O)OCO4)cc1	-3%	5%	-11%	-5%	8%	-4%	21
CC12CC[C@H]3[C@@H](CCC4(O)C[C@H](O)CCC34/C=N/NC(=O)c3ccccc3F)C1(O)CCC2C1=CC(=O)OC1 (some centres not stated)	8%	-1%	9%	2%	-6%	12%	u
Cc1ccc(N2C(=O)C3C(C2=O)C2C=CC3C23CC3)cc1 (configuration not stated)	3%	0%	-10%	-1%	u	7%	19

Remaining list, next part:
SMILES	AMA1-RON2 inh	LmPK inh	AmpC inh no detg	HCV inh	AmpC detergent	Tb PYK inh	HCMV antiviral
CC(c1nnc(SCC(=O)Nc2sccc2C#N)n1-c1ccc(Cl)cc1)N(C)C (configuration not stated)	-4%	3%	48%	22µM*	u	-6%	2
COc1ccc(Cc2nnc(SCC(=O)Nc3c(C)cccc3C)[nH]c2=O)cc1	0%	x	-18%	-22%	0%	-3%	-14
Cc1cccc(C(=O)Nc2nnc(C3=COCCO3)o2)c1	49%[activator]	-3%	-12%	9%	7%	1%	-16
Cc1cc(N)n2ncc(-c3ccccc3)c2n1	9%	-5%	-23%	u	-10%	0%	102
Cc1cc(/C=N/NC(=O)c2ccc(O)cc2)c(C)n1CC(C)C	110%[activator]	-2%	-57%	-10%	-2%	5%	u
O=C(CN1C(=O)NC(Cc2ccccc2)C1=O)Nc1ccc(OC(F)(F)F)cc1 (configuration not stated)	0%	x	0%	4%	u	-4%	-25
CC(C)C[C@H]1CN(CCCC[C@@H]2CNC(=O)C(=O)N2CC2CCCCC2)C(=O)C(=O)N1CCc1ccc(O)cc1	4%	x	x	x	x	0%	-5
Cc1ccc2nc(Cl)c(C3CC(c4ccco4)=NN3S(C)(=O)=O)cc2c1 (configuration not stated)	-3%	3%	21%	-15%	0%	-8%	0
CN(Cc1ccccc1)C(=O)c1ccc(NC(=O)Cc2ccc(NC(=O)C3CCCN(S(=O)(=O)c4cccc([N+](=O)[O-])c4)C3)cc2)cc1 (configuration not stated)	-4%	x	x	13µM*	x	-3%	4
O=C(OCC(=O)N1CCN(c2ccccc2)CC1)c1ccncc1	1%	x	-1%	32%[activator]	-18%	-3%	7
COC(=O)c1ccc(NC(=O)C23CC4CC(C2)CC(n2cncn2)(C4)C3)cc1	-3%	0%	-4%	13%	3%	-1%	-14
COc1cc2ccccc2cc1C(=O)N1CCN(c2nc3ccc(F)cc3s2)CC1	x	x	x	x	-2%	-12%	-64*
Cc1ccccc1NC(=S)NCc1ccccc1	-15%[2.32 µM]	-4%	-27%	32%[activator]	3%	4%	-34
COc1ccc(CCn2c(N3CCN(Cc4ccccc4)CC3)nc3c2c(=O)[nH]c(=O)n3C)cc1	26%	-6%	20%	7%	-12%	1%	18
C/C(=N\Nc1nncc2ccccc12)c1ccc(O)cc1	19%	-5%	4%	7.1µM*	-10%	0%	15
Cc1cc(C)c2c(c1)/C(=N\N=c1\sc3ccccc3n1C)C(=O)N2	-1%	-1%	-22%	11%	5%	2%	u
COc1ccc(-c2nc(C#N)c(NCCc3ccccc3)o2)cc1	3%	1%	-35%	-1%	u	6%	-25
CN1/C(=C\C=N\NC(=O)c2ccc(O)cc2)C(C)(C)c2ccccc21	51%[activator]	-2%	-39%	u	u	-1%	-90*
O=C(c1cc2ccccc2oc1=O)N1CCCN(C(=O)c2cc3ccccc3oc2=O)CC1	0%	x	x	11%	x	7%	0
Cc1ccc(S(=O)(=O)N2CCN(C(=O)c3cc4c(C)nn(-c5ccccc5)c4s3)CC2)cc1	-7%	-4%	-15%	-3%	-8%	0%	-7
O=C(c1ccc(N2C(=O)C3CC=C(Cl)CC3C2=O)cc1)N1CCCCC1 (configuration not stated)	5%	-3%	11%	1%	-1%	0%	14
CCOc1ccccc1-c1nc(-c2ccncc2)no1	12%	-22%	x	u	-4%	-2%	-20
Cc1c(C(=O)Nc2ccc(F)cc2F)nnn1-c1ccccc1Br	x	x	x	x	23%	0%	-25
Cc1nn(CC(=O)Nc2ccc(Cl)cn2)c(C)c1[N+](=O)[O-]	1%	13%	-31%	20%	-1%	-2%	-10
CCOC(=O)CNC(=O)CN1C(=O)CCS(=O)(=O)c2ccccc21	-4%	3%	-12%	9%	-15%	-5%	-20

Random excerpt: two records from the list
SMILES	AMA1-RON2 inh	LmPK inh	AmpC inh no detg	HCV inh	AmpC detergent	Tb PYK inh	HCMV antiviral
COC(=O)c1ccc(NC(=O)C23CC4CC(C2)CC(n2cncn2)(C4)C3)cc1	-3%	0%	-4%	13%	3%	-1%	-14
Cc1ccc(S(=O)(=O)N2CCN(C(=O)c3cc4c(C)nn(-c5ccccc5)c4s3)CC2)cc1	-7%	-4%	-15%	-3%	-8%	0%	-7

Continuation:
SMILES	AMA1-RON2 inh	LmPK inh	AmpC inh no detg	HCV inh	AmpC detergent	Tb PYK inh	HCMV antiviral
CCCNC(=O)C/C(C)=N/NC(=O)COc1ccc(C)cc1Br	18%	3%	7%	7%	0%	u	-22
Cc1ccc(C2SCC(=O)N2Cc2ccccc2)cc1 (configuration not stated)	0%	0%	-11%	11%	-5%	-1%	16
O=C(Nc1cc(S(=O)(=O)N2CCCC2)ccc1Cl)C1=COCCO1	5%	17%	-13%	4%	5%	9%	-23
Cc1ccc(NC(NC(=O)Cc2ccccc2)C(Cl)(Cl)Cl)cc1 (configuration not stated)	7%	-2%	-13%	21%	1%	-5%	-17
COc1cccc2c(=O)n(CC(=O)N3CCc4ccccc43)ccc12	-2%	-5%	34%	-1%	u	-7%	14
CC(C)(C)C(=O)CC1(O)C(=O)N(Cc2ccccc2)c2ccccc21 (configuration not stated)	-2%	11%	14%	2%	6%	-6%	5
Cc1ccc(CNC(=O)Cc2ccc(NC(=O)N3CCSc4ncccc43)cc2)cc1	x	x	x	x	25%	2%[15.4 µM]	0
CCOC(=O)c1ccc(OC)c(OC)c1Cl	6%	5%	-4%	-4%	u	-1%	79
COc1ccc(C)cc1NC(=O)C1CCN(S(=O)(=O)c2ccc3c(c2)NC(=O)CO3)CC1	1%	-8%	-2%	3%	-2%	1%	0
Cc1ccc2nc(-c3ccccn3)[nH]c2c1	17%	22µM*	-7%	-30%	u	u	7
COc1ccc(N(CC(=O)NCCc2ccccc2)C(=O)c2csnn2)cc1	-8%	-8%	-15%	2%	-7%	-5%	15
CCOC(=O)C1(c2ccccc2)SC(C(=O)OCC)(c2ccccc2)S1 (configuration not stated)	69%[activator]	x	x	x	x	-24%	-35
COc1cc(/C=C2/CC(C)OC2=O)c([N+](=O)[O-])cc1OC (configuration not stated)	-11%	-6%	-3%	13%	-3%	-3%	-36

Structures listed so far containing a CF3 group, in the order listed:
SMILES	AMA1-RON2 inh	LmPK inh	AmpC inh no detg	HCV inh	AmpC detergent	Tb PYK inh	HCMV antiviral
O=C(NCc1ccccn1)c1ccc(CNS(=O)(=O)c2cccc(C(F)(F)F)c2)cc1	25%	0%	0%	0%	-5%	0%	u
O=C(CN1C(=O)NC(Cc2ccccc2)C1=O)Nc1ccc(OC(F)(F)F)cc1 (configuration not stated)	0%	x	0%	4%	u	-4%	-25

Compounds were not picked by outcome; about 7.5% have a hit in one of these screens.
